GLP-1R agonist: qHTS of GLP-1 Receptor Agonists; Glucagon-like peptide 1 receptor (Homo sapiens), P43220; HEK293 GLP-1R CRE-luciferase, luminescence, 4-6 h; cells express a hypersensitive GLP-1R form; Potency, µM (top dose mostly 45.6 µM), inactives show at the highest dose activation, hits mostly activators; 380,000 compounds, 0.007% hits; also: potency is read from the fitted curve at half-maximal effect; % of control where 0% means no effect
aSyn rescue: qHTS of alpha-syn Inhibitors. Yeast expressing alpha-synuclein, growth rescue, BacTiter-Glo, 24 h. Potency, µM (top dose mostly 46.1 µM), inactives show top-dose growth rescue (activation), usual class: activators. 370,000 compounds, 0.14% hits. AID 652106, 2013; also: potency is read from the fitted curve at half-maximal effect; % of control where 0% means no effect; nearly all actives have a fitted effect of over 65% in size
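Screening used galactose-induced yeast with toxic alpha-synuclein levels, exposed to compound for 24 hr at 30 deg C. Cell growth, read with BacTiter-Glo luminescence, gave the measured signal.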
PTHR1 agonist: qHTS for PTHR1 Agonists: Primary Screen; HEK293 GP2 PTHR1 cells, GloSensor cAMP luminescence, 1 h; Potency, µM (titrated, usually from 115 µM), for inactives: top-dose activation, most hits filed as activators; 410,000 compounds, 0.075% hits; AID 743266, 2014; also: potency is read from the fitted curve at half-maximal effect; nearly all actives have a fitted effect of over 55% in size; some results filed as inactive show a strong effect at the top dose; inactives centre near -15; many of its hits are not listed in these tables
Target sequence (Q03431 whole entry, looked up): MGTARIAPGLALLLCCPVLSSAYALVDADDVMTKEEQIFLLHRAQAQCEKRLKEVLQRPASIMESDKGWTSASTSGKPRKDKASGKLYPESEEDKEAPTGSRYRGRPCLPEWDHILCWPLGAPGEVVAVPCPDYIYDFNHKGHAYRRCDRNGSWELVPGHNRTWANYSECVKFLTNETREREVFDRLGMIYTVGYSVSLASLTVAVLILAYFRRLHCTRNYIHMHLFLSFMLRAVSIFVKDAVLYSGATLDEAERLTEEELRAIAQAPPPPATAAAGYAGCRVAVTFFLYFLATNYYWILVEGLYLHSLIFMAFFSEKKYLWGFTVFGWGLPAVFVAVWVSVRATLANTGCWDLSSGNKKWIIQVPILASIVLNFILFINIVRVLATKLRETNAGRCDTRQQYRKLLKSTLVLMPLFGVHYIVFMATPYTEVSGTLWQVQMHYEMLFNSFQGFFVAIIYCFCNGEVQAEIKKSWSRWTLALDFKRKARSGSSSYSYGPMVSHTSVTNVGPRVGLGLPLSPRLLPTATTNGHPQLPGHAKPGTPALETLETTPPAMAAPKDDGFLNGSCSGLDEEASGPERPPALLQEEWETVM
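HEK-293-derived GP2 cells expressing PTHR1 and a GloSensor cAMP reporter, 3,000/well, plated overnight, given luciferin plus IBMX (each 0.5 mM as added) for 1 h at 37 °C, then compound for 1 h at 37 °C. Luminescence was read after 15 min at room temperature.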
FUS yeast rescue: qHTS for Suppressors of FUS Proteinopathy: Primary screen using FUS-linked yeast assay; Potency, µM (titrated, usually from 76.6 µM), for inactives: top-dose growth rescue (activation), most hits filed as activators; S. cerevisiae FUS-expressing, growth rescue, OD600, 24 h; 390,000 compounds, 0.24% hits; AID 1347120, 2019;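 also: potency is read from the fitted curve at half-maximal effect; plate controls were DMSO vehicle for no effect and reference control for full effect; nearly all actives have a fitted effect of over 55% in size; some results filed as inactive show a strong effect at the top dose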
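Restored growth of FUS-toxic S. cerevisiae, read as 600 nm absorbance after 24 h at 30C in galactose medium (starting OD 0.005). Controls CP55940 and DMSO.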
Abeta yeast res: qHTS for compounds that reverse cellular toxicity of Amyloid beta (A-beta) peptide in yeast: Primary Screen; 410,000 compounds, 0.063% hits; Potency, µM (doses to about 46.1 µM), for the others: at the top dose growth rescue, most hits filed as activators; yeast expressing A-beta42, growth rescue, OD600, 48 h; response scale: 0% DMSO, 100% iron-clioquinol control; AID 1347071, 2019; also: potency is read from the fitted curve at half-maximal effect; nearly all actives have a fitted effect of over 55% in size
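Growth rescue measured by 600 nm absorbance after 48 h yeast culture at 30 C with compound. Values normalized between DMSO and an equimolar ferric chloride plus clioquinol control.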
GLP-1R inv ag: qHTS of GLP-1 Receptor Inverse Agonists (Inhibition Mode); Glucagon-like peptide 1 receptor (Homo sapiens), P43220; HEK293 GLP-1R CRE-luciferase, luminescence, 24 h; GLP-1R form is constitutively active; Potency, µM (highest dose often 38.3 µM), for the others: at the top dose activity change, negative = inhibition, hits mostly inhibitors; 410,000 compounds, 1.6% hits; also: potency is read from the fitted curve at half-maximal effect; % is scaled to controls: 0 for no effect and ±100 for the full control effect; nearly all actives have a fitted effect of over 55% in size
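Seeding at 200 cells/uL, 12 h culture, 24 hr compound treatment, then luciferase reagent and a luminescence read; cells are HEK293 stably expressing a constitutively active GLP-1R plus cAMP-responsive luciferase.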
pAkt inh: HTS Assay for Inhibitors of Akt Phophorylation: Primary Screen; 360,000 compounds, 0.32% hits; Neuro2A IGF-stimulated pAkt S473 HTRF, 20 min; active compounds read low; activity change, % for hits at 50 µM; in the data active = activity change below about -80%; inconclusive = mostly about -51% to -80%; also: % is scaled to controls: 0 for no effect and ±100 for the full control effect
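Neuro2A cells (4,500/well, DMEM with 0.5% FBS) were treated with compound at a single 50 µM final concentration, stimulated with 6 nM IGF for 20 min at 37 °C, and lysed. Phospho-Akt Ser473 was read by HTRF as 665/615 ratio ×10^4.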
DRD3 antagonist: qHTS of D3 Dopamine Receptor Antagonist: qHTS; D(3) dopamine receptor (Homo sapiens), P35462; D3R cells, DiscoveRx beta-arrestin luminescence, antagonist mode; active compounds read low; max response, negative = inhibition, %; 360,000 compounds, 2.5% hits; AID 652054, 2013; in the data active = max response below about -50%; inconclusive = no clear call, values can overlap the other calls; also: % is scaled to controls: 0 for no effect and ±100 for the full control effect; mostly tested at two doses, the higher about 12 µM
Target sequence (P35462 whole entry, looked up): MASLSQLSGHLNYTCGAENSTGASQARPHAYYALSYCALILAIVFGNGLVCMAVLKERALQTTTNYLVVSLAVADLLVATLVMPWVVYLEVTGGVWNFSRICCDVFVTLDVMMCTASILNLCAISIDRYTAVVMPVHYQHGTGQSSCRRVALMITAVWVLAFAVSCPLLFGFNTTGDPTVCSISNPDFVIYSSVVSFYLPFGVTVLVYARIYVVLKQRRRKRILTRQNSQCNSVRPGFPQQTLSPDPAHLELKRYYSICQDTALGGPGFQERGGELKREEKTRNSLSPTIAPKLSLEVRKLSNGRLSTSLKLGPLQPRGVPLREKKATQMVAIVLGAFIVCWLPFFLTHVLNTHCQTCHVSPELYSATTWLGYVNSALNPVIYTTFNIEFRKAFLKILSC
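Cells plated overnight at 1500 cells/well, then exposed to library compounds with dopamine controls for 90 minutes at 37 degrees C. DiscoveRx reagent added for 30–60 minutes at room temperature; luminescence read, quantitative HTS format.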
TDP-43 yeast inh: qHTS of TDP-43 Inhibitors; TDP-43 expressing yeast growth rescue, BacTiter-Glo, 24 h; Potency, µM (doses to about 46.1 µM), without a hit: at the highest dose growth rescue (activation), most hits filed as activators; 410,000 compounds, 1.8% hits; AID 652104, 2013; also: potency is read from the fitted curve at half-maximal effect; % of control where 0% means no effect; nearly all actives have a fitted effect of over 50% in size
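Yeast cells expressing TDP-43 under galactose induction are exposed to compounds for 24 hr at 30 deg C. BacTiter-Glo luminescence measures growth, so protective compounds score as activators.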
The depositor's hits bear a star; i = inactive; u = inconclusive; x = no result given; [ ] = dose if it differs, or a comment. Unless noted, calls follow the shape of the dose curve; as a rule, active = well fitted curve in the direction sought with a large enough effect; inconclusive = small, poorly fitted or top-dose-only effect, or another doubt; inactive = no such curve, though single readings can be large; an effect the other way counts as inactive or inconclusive. Only part of the results is shown, so the mix of outcomes need not match the whole.

SMILES	GLP-1R agonist	aSyn rescue	PTHR1 agonist	FUS yeast rescue	Abeta yeast res	GLP-1R inv ag	pAkt inh	DRD3 antagonist	TDP-43 yeast inh
COc1cc(NC(=O)CCN2CCN(c3ccccc3OC)CC2)cc(OC)c1	-5%	-3%	-25%	-3%	-2%	u	i	-99*	-2%
CSc1ccc(S(=O)(=O)NCC(=O)OCC(=O)N2CC(C)CC(C)C2)cc1[N+](=O)[O-] (configuration not stated)	0%	-4%	-10%	30%	-11%	3%	i	-23	-7%
O=C(c1cc(-c2cccc(Cl)c2)on1)N1CCN(c2ccc(F)cc2)CC1	3%	0%	-74%[inhibitor]	9%	-4%	2%	i	-6	-7%
CCCCn1c(CNC(=O)C23CC4CC(CC(C4)C2)C3)nnc1SCC(=O)Nc1ccc(F)cc1	-10%	x	i	u	7%	u	x	x	7%
Cc1nnc(-c2ccco2)c2cn(-c3cccc(Br)c3)nc12	13%	-7%	-36%[inhibitor]	14%	-33%[inhibitor]	44%[activator]	i	18	1%
CCOc1ccc(C(=O)NCCc2cnc[nH]2)cc1OCC	3%	2%	i	3%	2%	24%	i	u	1%
O=C1NCCOC(=O)[C@H](Cc2ccc(F)cc2)C/C=C\C[C@H]1CC(=O)N(CCO)Cc1ccccc1	2%	1%	-35%[inhibitor]	20%	-2%	-3%	i	2	20%
CC(C)(C)NS(=O)(=O)c1cccc2nsnc12	1%	24%	-7%[57.5 µM]	15%	-9%	0%	i	-3	17%
CCSc1nc(N2CCOCC2)c2ccccc2n1	10%	4%	-13%[57.5 µM]	16%	-2%	3%	i	8	4%
O=C(COC(=O)CCc1ccc(S(=O)(=O)N2CCCCC2)cc1)Nc1cccc2ccccc12	-5%	2%	i	x	5%	-13%	i	-20	4%
O=C(O)c1ccc(CNCc2cc(Cl)ccc2O)cc1	-6%	-14%	i	-14%	12%	0%	i	2	2%
Cc1cc(C)c(C(=O)NCCCN2CCOCC2)c(C)c1	-7%	0%	i	-23%	19%	-17%	i	0	11%
Cc1cccc(-n2[nH]c3c4c(ccc3c2=O)C(=O)c2ccccc2C4=O)c1	0%	-8%	i	x	1%	18%	i	-64*	0%
O=C(CSc1nc2ccccc2c(=O)n1NC(=O)c1ccccc1)c1ccc(Cl)cc1	-1%	2%	i	40%	35%	u	i	-7	6%
Cc1ccccc1NP1(=O)OCCCN1Cc1ccccc1Cl (configuration not stated)	1%	0%	i	x	3%	u	i	11	4%

Full records, quoted from the list.
CCSc1nc(N2CCOCC2)c2ccccc2n1 as listed: GLP-1R agonist = 10%; aSyn rescue = 4%; PTHR1 agonist = -13%[57.5 µM]; FUS yeast rescue = 16%; Abeta yeast res = -2%; GLP-1R inv ag = 3%; pAkt inh = i; DRD3 antagonist = 8; TDP-43 yeast inh = 4%
O=C(O)c1ccc(CNCc2cc(Cl)ccc2O)cc1 as listed: GLP-1R agonist = -6%; aSyn rescue = -14%; PTHR1 agonist = i; FUS yeast rescue = -14%; Abeta yeast res = 12%; GLP-1R inv ag = 0%; pAkt inh = i; DRD3 antagonist = 2; TDP-43 yeast inh = 2%

Copied from the list.
`CSc1ccc(S(=O)(=O)NCC(=O)OCC(=O)N2CC(C)CC(C)C2)cc1[N+](=O)[O-]` (configuration not stated) @ GLP-1R agonist: 0%
`O=C(CSc1nc2ccccc2c(=O)n1NC(=O)c1ccccc1)c1ccc(Cl)cc1` @ aSyn rescue: 2%

More compounds follow.
SMILES	GLP-1R agonist	aSyn rescue	PTHR1 agonist	FUS yeast rescue	Abeta yeast res	GLP-1R inv ag	pAkt inh	DRD3 antagonist	TDP-43 yeast inh
CSCCNC(=O)c1ccc2nc(C3CCCCC3)oc2c1	6%	-11%	-2%	15%	2%	u	i	2	21%
Oc1ccc(Br)cc1-c1nc2cnccn2c1NC1CCCC1	-15%	11%	-41%[inhibitor]	36%	-42%[inhibitor]	-5%	i	u	22µM*
CCOC(=O)C1=C(C)N(C)C(=O)NC1c1ccc(C)s1 (configuration not stated)	-1%	-10%	-9%[57.5 µM]	16%	5%	7%	i	-12	-22%
CN(C(=O)c1ccc(NC(=O)Cc2cccc(NC(=O)C3CCCN(C(=O)C4CCCCC4)C3)c2)cc1)C1CCCC1 (configuration not stated)	4%	-2%	i	28µM*	-3%	-4%	i	0	10%
O=C(c1c(F)c(F)c(F)c(F)c1F)N(Cc1ccccc1)Cc1ccccc1	-1%	-7%	i	-7%	9%	u	i	-13	-30%[inhibitor]
CC(C)c1ccc(/C=N/NC(=O)c2cccc(S(=O)(=O)N3CCOCC3)c2)cc1	19%	0%	-6%	10%	9%	u	i	3	-6%
Cc1cc2oc(=O)cc(CSc3nnc(-c4cccs4)o3)c2cc1C(C)C	18%	10%	-14%	42%	12%	u	i	7	17%
Cc1ccc(S(=O)(=O)N(CC(=O)NCc2ccccc2)C(=O)N2CCN(C)CC2)cc1	4%	-5%	-15%	4%	-1%	16%	i	-24	-6%
CC(=O)NC1CCN(CC(=O)Nc2nccs2)CC1	1%	1%	i	-3%	-2%	21%	i	21	6%
CCOC(=O)C1CCN(C(=O)C(=O)N2CCC(C(=O)OCC)CC2)CC1	-10%	1%	-6%[57.5 µM]	-3%	9%	0%	i	-19	-29%
O=C(CN1CCN(c2ccccc2)CC1)Nc1ccc(F)cc1	3%	2%	i	-3%	-5%	-1%	i	-11	19%
O=C(Nc1cccnc1)c1c(O)c2cccc3c2n(c1=O)CC3	5%	-3%	i	8%	-16%	31%[activator]	x	-23	-12%
CN(C)S(=O)(=O)c1c(Cl)cccc1Cl	-12%	0%	-18%[57.5 µM]	-2%	12%	0%	i	-11	-2%
C=CCOc1ccc(CN(C)C(=O)C2CCCO2)cc1 (configuration not stated)	16%	5%	-22%	-4%	-15%	-2%	i	-1	-4%
Cc1ccc(CCNC(=O)c2cc3ccccn3n2)cc1	x	x	i	2%	-37%	6%	x	x	11%
O=C1NC(=S)/C(=C\c2ccc(-c3ccccc3Cl)o2)S1	-35%	7%	-16%	5%	6%	u	i	-1	-12%
Oc1ccc(/C=N/Nc2ccnc3cc(Cl)ccc23)c(O)c1	1%	3%	i	8%	-6%	20%	i	20	11%
CC1(C)Cc2c(sc(NC(=O)C(=O)N3CCCCC3)c2C(=O)O)CO1	-7%	-4%	-23%	-5%	0%	-2%	x	-15	0%
O=C(CN1CCN(c2ccc(F)cc2)CC1)Nc1ccc(S(=O)(=O)N2CCOCC2)cc1	-7%	-5%	i	17%	0%	u	i	7	-14%
Brc1ccc(-c2nc(N/N=C/c3cccnc3)c3ccccc3n2)cc1	-1%	-26%	-27%[57.5 µM]	-17%	10%	11%	i	15	22%
COc1cccc(OC)c1C(=O)OCC(=O)/C(C#N)=C(\C)N	-1%	6%	-19%	15%	-13%	4%	i	-15	1%
COCCN1C(=O)c2oc3c(C)cc(C)cc3c(=O)c2C1c1cccc(O)c1 (configuration not stated)	1%	5%	i	8%	14%	2%	-117%*	-13	7%
CNC(=O)COC(=O)c1ccc(NS(=O)(=O)c2ccc3c(c2)OCCO3)cc1	5%	-6%	-9%	6%	-16%	5%	i	-15	-21%
Cc1nnc(N/N=C/c2ccccn2)[nH]c1=O	-1%	1%	15%	-23%	24%	u	i	7	5%
C=CCn1c(CCC(=O)O)ccc1-c1ccccc1	0%	2%	i	5%	-17%	5%	i	-26	10%
CCOc1ccc(NC(=O)Cn2nc(-c3ccncc3)ccc2=O)cc1	x	x	i	10%	-3%	4%	x	x	15%
Cc1ccccc1CS(=O)(=O)Cc1ccc(C(=O)NCc2cccnc2)o1	-3%	-10%	-1%[57.5 µM]	-18%	-4%	1%	i	-4	-9%
O=S1(=O)CC(O)C(N2CCC(c3ccccc3)CC2)C1 (configuration not stated)	2%	-6%	i	-2%	-26%	7%	i	-11	-26%
Nc1c(S(=O)(=O)c2ccccc2)nnn1-c1ccccc1	-4%	7%	i	22%	-4%	0%	i	2	-3%
CCCCOC(=O)c1ccc(NC(=O)/C(C#N)=C/c2ccc(-c3ccccc3)o2)cc1	x	x	i	12%	-4%	27%	x	x	-1%
CCn1cc(C(=O)N2CC(C)CC(C)C2)c(=O)c2cc(S(=O)(=O)N3CCCC3)ccc21 (configuration not stated)	2%	-6%	-17%	11%	8%	3%	i	-17	-15%
CCC(=O)N1CCc2cc(Br)cc(S(=O)(=O)N3CCCCCC3)c21	-1%	-27%	-25%	u	-23%	u	i	-64*	u
CCc1nc2c(OCc3ccccc3OC)cccn2c1N(C)C(=O)C(C)C	1%	1%	-25%	-5%	2%	6%	i	18	5%
COc1ccc(N2C(=NC(=O)CCCc3ccccc3)SC3CS(=O)(=O)CC32)cc1 (configuration not stated)	-1%	-6%	18%	-1%	2%	9%	i	3	20%
Oc1ccccc1C=NCCCCCCN=Cc1ccccc1O	8%	0%	-22%	15%	-7%	1%	i	5	-20%
CN(NS(=O)(=O)c1ccc(Cl)cc1)c1nc(C(F)(F)F)nc2ccccc12	7%	-2%	-2%	10%	-14%	12%	i	1	-26%[9.22 µM]
O=C(Nc1nnc(C2=COCCO2)o1)c1ccc([N+](=O)[O-])cc1	0%	u	-22%	25%	1%	8%	i	6	-13%
Cc1cc2nc(-c3ccc(F)cc3)c(CC3CCCCC3)n2c(C)c1Br	-4%	-21%	i	-12%	-16%	u	i	0	14%
O=C(CCNS(=O)(=O)c1ccccc1C(F)(F)F)NC1CCCCCC1	-1%	2%	i	-4%	10%	1%	i	-14	11%
COCc1c(C(=O)NC2CCCCC2)sc2cccc(F)c12	23%	10%	-10%	8%	-17%	u	i	22	13%
